Screens as filed in PubChem BioAssay.
IDE inh: cellular human IDE inhibition | inhibition, % at 5.59 µM | HEK cells, FAbetaB cleavage, fluorescence polarization | 320,000 tested, 0.41% active | P14735;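 active means percent inhibition above the average of all tested compounds plus 3 SD, set per screening campaign, cut at about 16% in these data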;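 further: IDE supplied by intact live HEK cells; FP after avidin binding of uncleaved biotin substrate so inhibition keeps polarization high; 0% = DMSO wells and 100% = 60 µM reference IDE inhibitor Ii1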
Target sequence (P14735 whole entry, looked up): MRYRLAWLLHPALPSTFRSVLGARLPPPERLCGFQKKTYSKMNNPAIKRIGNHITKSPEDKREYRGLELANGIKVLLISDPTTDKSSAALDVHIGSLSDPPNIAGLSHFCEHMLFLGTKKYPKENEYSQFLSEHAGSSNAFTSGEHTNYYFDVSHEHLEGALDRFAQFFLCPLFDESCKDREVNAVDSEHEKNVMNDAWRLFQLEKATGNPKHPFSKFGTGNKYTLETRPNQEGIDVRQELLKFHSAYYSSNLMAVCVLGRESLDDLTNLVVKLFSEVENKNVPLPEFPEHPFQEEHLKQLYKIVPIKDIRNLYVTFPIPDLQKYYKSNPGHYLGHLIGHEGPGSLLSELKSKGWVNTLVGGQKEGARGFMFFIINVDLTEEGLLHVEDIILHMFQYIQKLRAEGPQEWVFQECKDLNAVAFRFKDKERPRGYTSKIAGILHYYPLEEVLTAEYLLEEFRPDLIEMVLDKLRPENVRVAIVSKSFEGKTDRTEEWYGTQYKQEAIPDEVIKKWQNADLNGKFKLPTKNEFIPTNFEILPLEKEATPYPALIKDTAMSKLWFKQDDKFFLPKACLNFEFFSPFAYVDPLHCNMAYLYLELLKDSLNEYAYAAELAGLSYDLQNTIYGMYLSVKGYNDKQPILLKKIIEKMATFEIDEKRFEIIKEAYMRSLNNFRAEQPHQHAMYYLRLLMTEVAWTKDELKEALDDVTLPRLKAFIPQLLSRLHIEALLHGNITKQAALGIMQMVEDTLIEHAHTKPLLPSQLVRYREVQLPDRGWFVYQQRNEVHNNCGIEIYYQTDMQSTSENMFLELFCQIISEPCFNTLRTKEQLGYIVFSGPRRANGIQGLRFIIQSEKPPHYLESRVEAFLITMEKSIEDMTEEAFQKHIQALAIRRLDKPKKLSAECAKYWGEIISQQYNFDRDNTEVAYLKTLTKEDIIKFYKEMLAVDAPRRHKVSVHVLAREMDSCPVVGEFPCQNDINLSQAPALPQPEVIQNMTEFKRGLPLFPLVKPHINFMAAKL
IDE act: activators of human insulin-degrading enzyme in cells; P14735; HEK cells, FAbeta-B cleavage, fluorescence polarization; 0% vehicle, 100% cell-free pure enzyme wells; activation, % at 5.96 µM; 340,000 tested, 0.073% active; AID 493087;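 active means activation above the mean of all tested compounds plus 3 SD, set per screening campaign, cut at about 17% in these data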
An asterisk follows results filed as active; & = joins results of further samples.

SMILES | IDE inh | IDE act
O=C(NCC1CCCO1)c1ccccc1NS(=O)(=O)c1cccc([N+](=O)[O-])c1 (stereo unspecified) | 3 | 4
O=C(O)C[C@H]1c2cc(F)ccc2S(=O)(=O)N1C1CCN(Cc2ccccc2)CC1 | -1 | 2
O=C(COc1ccc(Cl)cc1Cl)N1CCNC1=O | -3 | 1
Cc1ccccc1NC(=O)Cc1nc(COC(=O)c2cccnc2Cl)cs1 | -1 | -1
Cc1ccc(C)c(NC(=O)COC(=O)c2c(C)nn(-c3ccccc3)c2C)c1 | 3 | 0
O=C(CNC(=O)c1cccc(F)c1)NC1CC1 | 8 | -1
OCc1cccc[n+]1Cc1ccccc1 | 1 | 2
CCC[C@@H](CN1CCC[C@H]1CN1C(N)=NC[C@@H]1Cc1ccccc1)N1C[C@@H](Cc2ccccc2)N(CCCC2CCCC2)C1=N | 8 | 10
COc1cc(NC(=O)C2CSC3(C)CCC(=O)N23)c(OC)cc1Cl (stereo unspecified) | 2 | 4
C[C@H](CO)N1C[C@H](C)[C@@H](CN(C)S(=O)(=O)c2cccs2)Oc2c(NC(=O)CCC(F)(F)F)cccc2C1=O | 7 | 1
COc1ccccc1NC(=O)CSc1nc(=O)n2cc(C)ccc2n1 | -1 | 3
Cc1cc(=O)c(C(=O)Nc2ccc(N3CCOCC3)cc2N2CCOCC2)nn1-c1ccccc1Cl | 3 | 7
O=C(c1cc2ccccc2o1)N1CCN(S(=O)(=O)c2ccc(Cl)s2)CC1 | 0 | 2
CCN(CC)C(=O)c1ncn(Cc2ccccc2)c1C(=O)N(CC)CC | 1 | -2
Cc1noc(NS(=O)(=O)c2ccc(NC(=O)c3cccc(S(=O)(=O)Nc4ccccc4F)c3)cc2)c1C | 3 | -2
COC(=O)c1ccc(/C=C/C(=O)OCC(=O)NCc2cccs2)cc1 | 2 | -1
O=C(NCC(c1ccco1)N1CCCCC1)c1cccnc1 (stereo unspecified) | 0 | 2
CC(=O)Nc1ccc(C(=O)COC(=O)c2cccs2)c(F)c1 | -2 | -2
CCN(CC(=O)NCc1ccc(Cl)cc1)C(=O)CSCC(=O)Nc1ccc(C)cc1 | 8 | 5
Cc1ccc(NC(=O)COC(=O)C2CCN(c3ccc(C(F)(F)F)cn3)CC2)cc1C | 1 | 1
Cc1nnc(SCC(=O)NNC(=O)c2ccccc2)n1N | -2 | 1
CCN1C(=O)[C@H]2[C@@H](c3ccc(-c4ccccc4)cc3)N3CCC[C@@]3(C(=O)OC)[C@H]2C1=O | 5 | 4
Cc1cc(C)n2nc(C(=O)OCC(=O)N(C)C3CCS(=O)(=O)C3)nc2n1 (stereo unspecified) | -4 | 2
O=C(COC(=O)c1ccc(F)c(S(=O)(=O)N2CCOCC2)c1)NC1CC1 | 6 | 0
COc1ccc(CNC(=O)Cc2csc(NC(=O)Nc3ccccc3OC)n2)cc1 | -4 | 1
CCOC(=O)[C@H]1[C@H]2COc3ccc(OC)cc3[C@@H]2N2C(=O)c3ccccc3NC(=O)[C@@]12C | -6 | -1
Cc1ccc(C2=NN(C(=O)CN3CCN(C4CCS(=O)(=O)C4)CC3)C(c3ccco3)C2)cc1 (stereo unspecified) | 1 | 0
Cc1ccc(NC(=O)[C@@H]2CCCN2C(=O)c2cccs2)cc1S(=O)(=O)N1CCCCC1 | 3 | 0
COc1ccc2oc(C(=O)OCC(=O)NCCc3ccc(S(N)(=O)=O)cc3)c(C)c2c1 | -4 | 1
CC(C)CN(C(=O)COC(=O)c1ccc2c(c1)OCCO2)c1c(N)n(Cc2ccccc2)c(=O)[nH]c1=O | 4 | 1
CCOC(=O)CC[C@H](NC(=O)Cn1cnc2c(SC)nc(N)nc21)C(=O)OCC | -3 | 2
Cc1nc(Nc2ccc(Br)cc2Br)c([N+](=O)[O-])c(=O)[nH]1 | -4 | 2
COc1cc2ccccc2cc1C(=O)Nc1ccccc1N1CCCC1 | 1 | 4
COCCn1c(C)cc(C(=O)CSc2nnnn2C2CCCC2)c1C | -4 | -1
CCCCn1c(N)c(N(Cc2ccccc2OC)C(=O)COc2ccccc2OC)c(=O)[nH]c1=O | 4 | 4
CSCCC(NS(=O)(=O)c1ccc(C)cc1)C(=O)N1CC=C(c2ccccc2)CC1 (stereo unspecified) | 0 | 2
COc1ccccc1-c1oc2ccccc2c1-c1ccc2c(c1)OCO2 | 4 | -1
Cc1ccc(S(=O)(=O)N2CCOCC2)cc1NS(=O)(=O)c1ccc(F)c(F)c1 | -1 | 2
O=C(CNC(=O)c1ccc(Cl)cc1Cl)OCCOc1ccccc1 | -2 | 1
CCCSc1ccc([C@H]2N[C@@](C)(C(=O)OC)[C@H]3C(=O)N(C)C(=O)[C@@H]23)cc1 | -2 | 1

Another view of some results above.
Results follow in this order: IDE inh	IDE act
COCCn1c(C)cc(C(=O)CSc2nnnn2C2CCCC2)c1C
→ -4	-1
CCCCn1c(N)c(N(Cc2ccccc2OC)C(=O)COc2ccccc2OC)c(=O)[nH]c1=O
→ 4	4
CSCCC(NS(=O)(=O)c1ccc(C)cc1)C(=O)N1CC=C(c2ccccc2)CC1 (stereo unspecified)
→ 0	2
COc1ccccc1-c1oc2ccccc2c1-c1ccc2c(c1)OCO2
→ 4	-1
Cc1ccc(S(=O)(=O)N2CCOCC2)cc1NS(=O)(=O)c1ccc(F)c(F)c1
→ -1	2
O=C(CNC(=O)c1ccc(Cl)cc1Cl)OCCOc1ccccc1
→ -2	1

Next results:
SMILES | IDE inh | IDE act
CC(C)CC(=O)C(=O)O | 5&2 | 1&6
C=CC[C@@H](CC(=O)N[C@@H](CO)Cc1ccccc1)C(=O)NC[C@@H](OC(=O)[C@@H](CC=C)CC(=O)OC(C)(C)C)c1ccccc1 | 0 | 2
CC1CCC(NC(=O)CSc2nnc(-c3cccnc3)o2)CC1 (stereo unspecified) | -2 | 4
N#CCCCCn1ccc(NC(=O)c2ccc(Cl)cc2O)n1 | 2 | 8
O=C(OCC(=O)N1CCCc2ccccc21)c1ccc(C(F)(F)F)cc1 | 6 | 5
COc1ccc(/C=N/NC(=O)c2sccc2C)c2ccccc12 | 6 | 4
COc1ccc(C(=O)NCC(=O)OCC(=O)NCc2ccco2)cc1 | 0 | 2
Cc1nc2ccccc2n1Cc1ccc(Br)cc1 | 5 | 9
Cc1ccc(S(=O)(=O)N2CCOCC2)cc1NC(=O)CSc1nnnn1C1CCCC1 | -2 | 0
CCOc1ccc(S(=O)(=O)N2CCNC(=O)C2)cc1 | 3 | 4
C=CC[C@H](CC(=O)NCCO)C(=O)N[C@@H](COC(=O)[C@H](CC=C)CC(=O)OC(C)(C)C)Cc1c[nH]c2ccccc12 | 1 | 2
Cc1ccc(S(=O)(=O)N2CCN(C(=O)COC(=O)C3CC3C)CC2)c(C)c1 (stereo unspecified) | -3 | 4
CN1CCN(S(=O)(=O)c2ccc(N3CCN(c4ccccc4Cl)CC3)nc2)CC1 | -1 | 5
O=C(NCCCn1ccnc1)c1cccc(S(=O)(=O)Nc2ccc(Br)cc2)c1 | 4 | -3
CC(C)C[C@H]1CN=C(Nc2ccccc2)N1CCc1cccc(F)c1 | 0 | 9
CCCCCCCCN1[C@@H](CC(=O)O)c2cc(C(F)(F)F)ccc2S1(=O)=O | 1 | 3
Nc1ccn(CC(=O)NCCNc2ccc([N+](=O)[O-])cn2)c(=O)n1 | -3 | 3
CN1C(=O)c2ccccc2C(O)c2ccccc21 (stereo unspecified) | 6 | 2
O=C(COc1ccccc1Cl)NNC(=O)c1ccc2nc[nH]c2c1 | -2 | 1
COc1ccc(OC(=O)c2cccc(S(=O)(=O)N3CC(C)OC(C)C3)c2)cc1 (stereo unspecified) | -6 | 2
Cc1ccc(S(=O)(=O)N2CCOCC2)cc1NC(=O)COc1cccc(-n2cnnn2)c1 | 1 | 0
Cc1ccnc(NC(=O)C(Cc2ccccc2)NC(=O)c2ccccc2)c1 (stereo unspecified) | 0 | 3
CCc1noc(C)c1C(=O)NCCc1ccccc1 | 1 | 1
CN(Cc1ccc(F)cc1)C(=O)CN1C(=O)c2ccccc2S1(=O)=O | 2 | -5
CCOC(=O)c1c(C)[nH]c(C)c1C(=O)COC(=O)CCc1ccccc1 | 0 | 5
Cc1noc(C)c1COc1ccc(C(=O)NCCOc2ccccc2)cc1 | -4 | 4
Cc1cc(NC(=O)CN2C(=O)NC(C)(c3ccc(Cl)cc3Cl)C2=O)no1 (stereo unspecified) | 0 | -1
CC(C)(C)OC(=O)C[C@@H]1C/C=C\C[C@@H](CC(=O)NCCO)C(=O)N[C@H](Cc2ccccc2)COC1=O | 7 | 2
Cc1cc(=O)n2[nH]c(Nc3cccc(Cl)c3)nc2n1 | 1 | 4
C=CCn1c(SCC(=O)NC(=O)Cc2ccccc2)nc2ccccc2c1=O | 2 | 2
O=C(COC(=O)CNC(=O)c1ccc(Cl)cc1Cl)NCC1CCCO1 (stereo unspecified) | -2 | -3
Cc1cc(C(C)(C)CC(C)(C)C)ccc1OCCOCC[N+](C)(C)Cc1ccccc1 | -1 | 13
CC(Sc1ncn[nH]1)C(=O)Nc1cc(C(F)(F)F)ccc1Cl (stereo unspecified) | -4 | 4
CN1CC(c2ccccc2)Oc2ccccc2C1=S (stereo unspecified) | -5 | 2
COc1ccc(C(=O)OCC(=O)c2ccc3c(c2)NC(=O)CO3)cc1OC | 0 | 4
CCN(CC)C(=O)[C@H]1CC(CC(=O)NC/C=C(\C)CCC=C(C)C)C(=O)N2CCc3c([nH]c4ccccc34)[C@]12C (stereo partly specified) | 6 | -4
O=C(Nc1ccccc1N1CCOCC1)c1ccc(N2CCCC2=O)cc1 | -1 | 4
Cc1nnc(NC(=O)C2=COCCO2)s1 | -1 | 2
CCN(C(=O)COC(=O)/C(C#N)=C/c1ccc(N(C)C)cc1)C1CCS(=O)(=O)C1 (stereo unspecified) | 2 | -2
COc1cc(OC)cc(-c2c(-c3cccs3)c3cc(-c4cnc(OC)nc4)ccc3n2C)c1 | 6 | 0
C[N+](C)(C)CCCCCC[N+](C)(C)C | 4 | 6
O=C(CCN1CCN(c2ccccc2)CC1)NNC(=O)Cc1ccccc1Cl | 0 | 3
NC(=O)Nc1ccc(C(=O)OCC(=O)Nc2cccc(S(=O)(=O)NC3=NCCC3)c2)cc1 | 8 | 2
CC1CC(=O)Nc2ccccc2N1C(=O)CN1C(=O)C(=O)N(C)C1=O (stereo unspecified) | 2 | 2
O=C(CCS(=O)(=O)c1ccc(F)cc1)Nc1nnc(-c2ccco2)o1 | -4 | 0
COC(=O)C1=C(C(=O)OC)[C@@H]2N(C)c3ccccc3[C@@]23C[C@@H](CO)N(C(=O)c2cccs2)C3=N1 | -1 | 4
CCOC(=O)[C@H]1[C@H]2COc3ccc(C)cc3[C@@H]2N2C(=O)CN(CC3CCCO3)C(=O)[C@@]12C (stereo partly specified) | 8 | 0
Cc1ccc(C2=CN(Cc3ccccc3)CCC2=O)cc1 | -5 | -3
O=C(c1cccs1)N1CCN(C(=O)c2cn(-c3ccccc3)nc2-c2ccccc2)CC1 | 6 | 1
COc1cc(/C=C/C(O)=C/C(=O)/C=C/c2ccc(O)cc2)ccc1O | 44* | -70
O=C(CN1C(=O)C(=O)N(C2CCCC2)C1=O)Nc1ccccc1OC(F)F | -1 | 3
Cc1ccc(NC(=O)CSc2nc(=O)n(CCN(C)C)c3c2CCCC3)c(C)c1 | 7 | 1
CCOc1ccccc1NC(=O)CSc1nc2[nH]ncc2c(=O)[nH]1 | 9 | -2
O=C(COC(=O)Cc1ccsc1)Nc1ccc(F)cc1Cl | 1 | 2
CCC1(c2ccc(Cl)cc2)NC(=O)N(CC(=O)N2CCN(C(=O)c3ccco3)CC2)C1=O (stereo unspecified) | -1 | 4
CC(=O)NC12CC3CC(C1)CC(C(=O)N(C)CC(=O)Nc1cccc(F)c1)(C3)C2 | -2 | -5
CC1CCCCC1NC(=O)COc1ncnc2sccc12 (stereo unspecified) | -2 | -2
CCCn1c(N)c(N(CCOC)C(=O)c2ccc(N(C)S(=O)(=O)c3ccc(C)cc3)cc2)c(=O)[nH]c1=O | 1 | 1
O=C(Nc1ccc(S(=O)(=O)N2CCCC2)cc1)C1CC(=O)N(CCc2ccc(F)cc2)C1 (stereo unspecified) | -3 | 0
COc1ccc(C2(c3ccc(OC)cc3)NC(=O)N(CC(=O)Nc3cc(C)on3)C2=O)cc1 | 3 | 4

(continued)
SMILES | IDE inh | IDE act
COc1ccc(-c2oc(=O)c3cc(OC)c(OC)cc3c2C#CC2(O)CCCCC2)cc1 | 2 | 0
Nc1c(N=O)c(=O)[nH]c(=O)n1-c1ccccc1 | 2 | -2
COc1ccc(CCNC(=O)c2ccc(Cl)c(S(=O)(=O)N3CCCCCC3)c2)cc1 | 4 | 2
Cc1ccc2c(CC(=O)N(C)c3c(N)n(Cc4ccccc4)c(=O)[nH]c3=O)coc2c1 | -3 | 1
COC(=O)[C@]1(Cc2ccccc2)N[C@H](CN(C)C(=O)c2ccc(F)cc2)[C@@H]2C(=O)N(Cc3ccccc3)C(=O)[C@@H]21 | 6 | -1
Nc1nccnc1C(=O)OCC(=O)N1CCN(S(=O)(=O)c2ccc(Cl)cc2)CC1 | 5 | 2
O=C(NCc1ccc(OC(F)(F)F)cc1)c1cccc2c1C(=O)c1ccc(N3CCCC3)cc1S2(=O)=O | 9 | -1
CCC(C)c1ccccc1N1CC(C(=O)NCCc2ccc(OC)c(OC)c2)CC1=O (stereo unspecified) | -1 | 1
Fc1cccc(CCN2CCNC[C@@H]2CC2CCCCC2)c1 | 3 | 1
O=C(CN1C(=O)C2CCCCC2C1=O)Nc1nc2ccc(F)cc2s1 (stereo unspecified) | 2 | 4
COc1ccc(C2(c3ccc(OC)cc3)NC(=O)N(CC(=O)NC3CCCC3)C2=O)cc1 | 4 | 1
COc1ccc(CCC(=O)Nc2ccc(S(=O)(=O)N3CCCC3)cc2)cc1OC | -1 | 1

Entries of single compounds from above.
COc1ccc(CCC(=O)Nc2ccc(S(=O)(=O)N3CCCC3)cc2)cc1OC across the screens: IDE inh = -1; IDE act = 1
COc1ccc(-c2oc(=O)c3cc(OC)c(OC)cc3c2C#CC2(O)CCCCC2)cc1 across the screens: IDE inh = 2; IDE act = 0

This is a subset (hit frequency here may not be typical).
